RGS8-Gao: human RGS8-Galphao interaction regulation | P09471 | multiplexed bead flow cytometry, RGS8-Galphao binding; actives lie on both sides | response (percent of control binding), % at 10 µM | 0.34% of 220,000 active; in the data active = response below about 60% or above about 140%; inactive = in between;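 note: Galphao activated as the GDP aluminium fluoride complex binding bead-coupled RGS8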
Avidin bead fluor: avidin bead compound fluorescence profile. fluorescence (KMESF) at 10 µM. AID 1775. Avidin beads, compound fluorescence 488/530 nm, flow cytometry; stronger effect = higher value. 0.38% of 220,000 active; in the data active = fluorescence above about 47; note: inactives centre near 10
ABCG2 block: human ABCG2 inhibition, ABCB1 as counter-screen; 0.1% of 190,000 active; inhibition, % at 6.6 µM; IgMXP3 cells, JC-1 efflux, flow cytometry;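 active = inhibition above 80%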;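 note: 0% = DMSO and 100% = nicardipine control wells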
Target sequence (Q9UNQ0 whole entry, looked up): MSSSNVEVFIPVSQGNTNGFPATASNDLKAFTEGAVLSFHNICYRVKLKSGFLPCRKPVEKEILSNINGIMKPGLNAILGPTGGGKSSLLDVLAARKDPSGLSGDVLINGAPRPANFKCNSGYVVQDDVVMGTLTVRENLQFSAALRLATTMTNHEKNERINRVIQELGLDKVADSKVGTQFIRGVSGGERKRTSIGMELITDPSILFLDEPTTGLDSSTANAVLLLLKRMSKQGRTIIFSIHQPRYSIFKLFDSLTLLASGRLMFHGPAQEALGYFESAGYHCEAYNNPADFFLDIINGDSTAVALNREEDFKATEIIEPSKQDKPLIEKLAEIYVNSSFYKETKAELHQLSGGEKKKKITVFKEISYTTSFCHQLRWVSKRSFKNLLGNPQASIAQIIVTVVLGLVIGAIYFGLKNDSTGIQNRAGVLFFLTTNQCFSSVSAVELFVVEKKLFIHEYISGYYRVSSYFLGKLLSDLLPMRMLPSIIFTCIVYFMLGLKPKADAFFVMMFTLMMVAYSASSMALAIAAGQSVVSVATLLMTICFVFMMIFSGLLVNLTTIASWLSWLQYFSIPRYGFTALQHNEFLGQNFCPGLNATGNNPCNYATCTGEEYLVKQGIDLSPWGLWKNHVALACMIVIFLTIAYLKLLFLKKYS
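test system = two drug-resistant human cell lines, ABCG2 and ABCB1 | amount = 3 million cells/mL final, two lines in 1:1 ratio | reagent = JC-1 transporter substrate | doses = one concentration, 6.6 µM final | incubation = 10 min at 25 °C | signal = flow cytometric JC-1 green MFI at 530 nm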
Mcl1 Noxa PPI: Mcl-1/Noxa interaction inhibition. 1.5% of 220,000 active. AID 1022. inhibition, % at 21.7 µM. Q07820. TR-FRET Mcl-1/Noxa peptide binding, 2 h;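 active = compounds that cut the protein-peptide binding signal by more than 50% relative to plate controls in a single-dose test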;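 note: His-tagged Mcl-1 with rhodamine Noxa BH3 peptide and terbium anti-His antibody; 0% = Mcl-1 plus Noxa peptide wells and 100% = peptide-only wells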
Target sequence (Q07820 whole entry, looked up): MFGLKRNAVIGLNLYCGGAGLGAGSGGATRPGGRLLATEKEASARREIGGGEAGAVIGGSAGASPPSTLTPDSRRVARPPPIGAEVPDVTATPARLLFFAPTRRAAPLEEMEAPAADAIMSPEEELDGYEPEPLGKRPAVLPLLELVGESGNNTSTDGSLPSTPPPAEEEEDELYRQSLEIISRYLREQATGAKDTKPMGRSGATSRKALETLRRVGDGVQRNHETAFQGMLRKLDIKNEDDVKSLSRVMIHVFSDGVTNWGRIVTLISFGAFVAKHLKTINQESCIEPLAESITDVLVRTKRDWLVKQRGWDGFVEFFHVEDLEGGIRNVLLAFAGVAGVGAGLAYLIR
Mcl-1 Bim block: inhibitors of Bim-Mcl-1 interaction, human; inhibition, % at 10 µM; AID 1009; Bead-based flow cytometry, Bim peptide-Mcl-1 binding; 0.1% of 190,000 active; in the data active = inhibition above about 40%;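 note: 0% = no compound tracer wells and 100% = peptide blocker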
GSH bead fluor: compound fluoresces at 488/530 nm on GSH beads | fluorescence (KMESF) at 10 µM | GSH beads flow cytometry, compound fluorescence 488/530 nm; stronger effect = higher value | 0.25% of 190,000 active; in the data active = fluorescence above about 89;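 note: glutathione beads carrying GST-tagged Bcl family fusion proteins plus one bare bead set; values are compound well signal with DMSO vehicle wells as background; inactives centre near 16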
Mcl1 Bid PPI: disrupts binding of human Mcl-1 to Bid peptide; inhibition, % at 21.7 µM; 0.97% of 220,000 active; AID 1021; TR-FRET Mcl-1/Bid-Dy647 peptide binding, 1536-well;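 active = compounds that cut the binding signal by more than half at the single screening dose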;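 note: His-tagged Mcl-1 with europium anti-His antibody binding Bid BH3 peptide; 0% = Mcl-1 plus peptide wells and 100% = peptide-only wells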
RGS7-Gao: regulators of human RGS7-Galphao interaction; Multiplexed bead flow cytometry, RGS7-Galphao binding; actives lie on both sides; binding response (% of control), % at 10 µM; 0.35% of 220,000 active; in the data active = binding response below about 49% or above about 150%; inconclusive = no clear call, values can overlap the other calls; inactive = in between;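 note: fluorescent Galphao held in activated GDP-AlF4 state binding bead-coupled RGS7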
Pf gamet viab: inhibitors of late stage P. falciparum gametocyte viability; P. falciparum stage V gametocytes, ATP luminescence, 24 h; inhibition, % at 10.9 µM; 0.065% of 150,000 active; AID 743093;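 active = inhibition above the mean plus 3 SD of compounds within the control limits, set per campaign, cut at about 38% in these data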;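 note: 0% = DMSO wells and 100% = medium only without gametocytes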
RGS4-Gao reg: modulates binding of RGS4 to human Galphao. Multiplexed bead flow cytometry; actives lie on both sides. binding response (% of control), % at 10 µM. 0.33% of 220,000 active. AID 1415; in the data active = binding response below about 49% or above about 150%; inactive = in between;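 note: fluorescent Galphao activated with aluminum fluoride binding bead-coupled RGS4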
ABCB1 block: blocks JC-1 efflux by human ABCB1 transporter; P08183; CCRF-Adr cells, flow cytometry; inhibition, % at 6.6 µM; 0.067% of 190,000 active; in the data active = inhibition above about 40%;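 note: 0% = vehicle and 100% = reference inhibitor; higher value means more JC-1 retained so stronger ABCB1 efflux block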
The depositor's hits bear a star; ? = inconclusive; nt = not tested or not shown.

Structure | Mcl1 Bid PPI | GSH bead fluor | Mcl-1 Bim block | ABCG2 block | RGS7-Gao | Avidin bead fluor | ABCB1 block | Pf gamet viab | RGS4-Gao reg | RGS8-Gao | Mcl1 Noxa PPI
CCOC(=O)c1[nH]cnc1C(=O)Nc1ccc(Cl)cc1 | -13 | 8 | 0 | 9 | 101 | 9 | 1.6 | 1 | 98 | 102 | 2
COc1ccc(Cl)cc1NC(=O)c1ccco1 | -19 | 33 | -2 | 50 | 101 | 22 | -0.8 | -9 | 101 | 101 | 2
COc1ccc(CN2C(=O)NC3(CCCCCC3)C2=O)cc1F | -2 | 12 | -5 | 11 | 103 | 23 | 2.7 | 10 | 106 | 102 | 4
Cc1cccc(CNc2ccc(C(CC(N)=O)NC(=O)c3cccc(Br)c3)cc2[N+](=O)[O-])c1 (centres undefined) | -44 | nt | nt | nt | ? | 8 | nt | nt | 104 | 100 | 7
N#CCC(CNc1ncc(C(F)(F)F)cc1Cl)OC(=O)c1ccc(Cl)cc1 (centres undefined) | -2 | 21 | -3 | 2 | 102 | 34 | 0.2 | nt | 105 | 99 | 1
CCn1c(=NC(=O)c2ccc(N3C(=O)CCC3=O)cc2)sc2c(OC)ccc(OC)c21 | -120 | 17 | 0 | 1 | 85 | 6 | 0.2 | nt | 94 | 97 | -232
O=C(CSc1cn(CC(=O)N2CCCCCC2)c2ccccc12)NCC1CCCO1 (centres undefined) | -9 | 13 | 0 | 1 | 99 | 8 | 0.2 | -1 | 97 | 97 | 1
Cc1cccc(NC(=O)c2sc(NC(=O)c3ccco3)c(C#N)c2C)c1C | 11 | 25 | -1 | 9 | 98 | 6 | 0.2 | nt | 99 | 92 | 14
CN(CC(=O)OCC(=O)NCC(F)(F)F)S(=O)(=O)c1ccc(Cl)cc1 | -4 | 14 | -1 | 1 | 101 | 7 | 0.3 | -5 | 102 | 101 | 16
O=C(NN/C(=N/S(=O)(=O)c1ccc(Cl)cc1)c1ccccc1)c1ccc(O)cc1 | -17 | 10 | -5 | 3 | 100 | 3 | 0.1 | -15 | 102 | 100 | 13
COc1ccc(Cl)cc1NC(=O)C12CCC(C)(C(=O)O1)C2(C)C (centres undefined) | -11 | 15 | 1 | 5 | 103 | 30 | 1.3 | -12 | 108 | 104 | 0
CSc1ncc(CN2CCN(CC=C(C)C)C(CCO)C2)cn1 (centres undefined) | -26 | 8 | -3 | 0 | 96 | 2 | -0.3 | -8 | 98 | 97 | 3
C/C(=N\O)C1(C)N(O)C(C)(C)C(c2ccc(F)cc2)=[N+]1[O-] (centres undefined) | -22 | 24 | -7 | -1 | 101 | 23 | 0.1 | nt | 101 | 100 | 1
CCOc1ccc(C(=O)NC(=S)N2CCN(c3ccc(C(F)(F)F)cc3[N+](=O)[O-])CC2)cc1 | -13 | 13 | -4 | -1 | 104 | 5 | 0.0 | 10 | 95 | 96 | 16
Cc1ccc(C)c(-n2c(CNC(=O)c3ccco3)nnc2SCC(=O)N2CCc3ccccc32)c1 | 1 | 5 | -1 | 0 | 101 | 4 | 0.1 | -5 | 104 | 99 | -8
COC(=O)c1c(NC(=O)CN(c2ccccc2)S(C)(=O)=O)sc2c1CCCC2 | 11 | 10 | -2 | 1 | 103 | 16 | 1.5 | -1 | 100 | 102 | 1
CCOC(=O)c1ccc(N2C(=O)C(O)=C(C(C)=O)C2c2ccc(O)c(OC)c2)cc1 (centres undefined) | -54 | 8 | -1 | 1 | 101 | 10 | 0.5 | nt | 98 | 97 | 14
NS(=O)(=O)c1ccc(CCNC(=O)Nc2ccc(Cl)cc2)cc1 | -13 | 18 | -3 | 5 | 99 | 21 | -0.5 | 4 | 100 | 101 | -4
O=C(CCc1ccccn1)N1CCCC(CNS(=O)(=O)c2cccs2)C1 (centres undefined) | -24 | 22 | 0 | 2 | 101 | 8 | 0.4 | -6 | 106 | 106 | 6
COc1ccccc1NC(=O)CS(=O)(=O)c1cn(CC(=O)N2CCOCC2)c2ccccc12 | -16 | 9 | 2 | -1 | 100 | 14 | -0.4 | -2 | 104 | 99 | -5
COc1ccc(Cl)cc1NC(=O)CN(c1ccccc1)S(=O)(=O)N(C)C | -11 | 12 | -2 | 13 | 96 | 8 | 1.6 | -46 | 102 | 99 | 3
COC(=O)C1=C(O)/C(=C\c2ccc(O)c(OC)c2)N=C1C | -65 | 23 | 0 | 0 | 99 | 5 | 0.0 | nt | 97 | 98 | 22
C/C(=N\NC(=O)c1ccn[nH]1)c1cn(C)nc1C | -1 | 12 | -2 | 6 | 97 | 13 | 0.5 | nt | 96 | 97 | 7
O=c1[nH]c(Cc2ccc(Cl)cc2)nc2ccccc12 | -6 | 15 | 0 | -1 | 102 | 9 | 0.2 | 6 | 99 | 99 | 16
C=CCNc1oc(COc2ccc(C)cc2)nc1C#N | -24 | 27 | -3 | 2 | 102 | 6 | 0.3 | nt | 102 | 104 | -2

Given with values under each structure: entries from further up.
Values run as follows: Mcl1 Bid PPI | GSH bead fluor | Mcl-1 Bim block | ABCG2 block | RGS7-Gao | Avidin bead fluor | ABCB1 block | Pf gamet viab | RGS4-Gao reg | RGS8-Gao | Mcl1 Noxa PPI
COc1ccccc1NC(=O)CS(=O)(=O)c1cn(CC(=O)N2CCOCC2)c2ccccc12
  -16 | 9 | 2 | -1 | 100 | 14 | -0.4 | -2 | 104 | 99 | -5
COc1ccc(Cl)cc1NC(=O)CN(c1ccccc1)S(=O)(=O)N(C)C
  -11 | 12 | -2 | 13 | 96 | 8 | 1.6 | -46 | 102 | 99 | 3
COC(=O)C1=C(O)/C(=C\c2ccc(O)c(OC)c2)N=C1C
  -65 | 23 | 0 | 0 | 99 | 5 | 0.0 | nt | 97 | 98 | 22
C/C(=N\NC(=O)c1ccn[nH]1)c1cn(C)nc1C
  -1 | 12 | -2 | 6 | 97 | 13 | 0.5 | nt | 96 | 97 | 7

Additional compounds
Structure | Mcl1 Bid PPI | GSH bead fluor | Mcl-1 Bim block | ABCG2 block | RGS7-Gao | Avidin bead fluor | ABCB1 block | Pf gamet viab | RGS4-Gao reg | RGS8-Gao | Mcl1 Noxa PPI
CCn1cc(C(=O)N2CCOCC2)c(=O)c2cc(S(=O)(=O)N(C)C)ccc21 | 2 | 21 | 0 | 2 | 100 | 9 | 0.4 | nt | 99 | 100 | 4
CC(=O)c1ccc(-n2c(C)ccc2-c2ccccc2)cc1 | -66 | 15 | -4 | 5 | 116 | 4 | 1.2 | nt | 113 | 123 | 3
Cc1cnc(NC(=O)CSc2c(Cl)cccc2Cl)s1 | 2 | 34 | -3 | 8 | 94 | 13 | -0.1 | -5 | 92 | 95 | 16
Cc1ccc(-c2cn3c(=O)cc(C)[nH]c3n2)cc1 | -61 | 15 | 0 | 5 | 98 | 34 | 0.6 | nt | 96 | 100 | -7
CC1CCCC(C)N1/N=C/c1ccc(Cl)cc1 (centres undefined) | -124 | 14 | 0 | 1 | 96 | 16 | 0.0 | nt | 98 | 100 | -3
O=C(CCCC(=O)OCC(F)(F)C(F)F)Nc1ccccc1F | -36 | 22 | 0 | 7 | 99 | 9 | 0.4 | -14 | 99 | 99 | -4
Cc1ccc(NC(=O)COc2ccc(/C(N)=N/O)cc2)cc1C | -2 | 18 | -2 | 7 | 99 | 5 | 0.6 | 14 | 97 | 101 | -26
COC(=O)c1c(NC(=O)CC2SCC(C(=O)OC)NC2=O)sc2c1CCCC2 (centres undefined) | -7 | 20 | -1 | 37 | 99 | 31 | 0.8 | 12 | 96 | 96 | 4
COc1ccccc1NS(=O)(=O)c1cc(NC(=O)c2cccs2)ccc1N1CCOCC1 | -41 | nt | nt | nt | ? | 11 | nt | 16 | 105 | 104 | -17
Cc1ccc(SCCc2ccc(C)nc2)cc1 | -26 | 18 | 4 | 11 | 103 | 8 | 0.8 | -21 | 108 | 98 | 0
O=C(Nc1ccc(N2CCOCC2)nc1)c1cccs1 | -28 | 12 | 1 | 5 | 102 | 9 | 0.5 | 20 | 99 | 103 | 22
C=CCN(CC(=O)NCc1ccccc1)C(=O)c1csnn1 | -33 | 49 | -2 | 0 | nt | nt | -0.1 | -41 | nt | nt | 1
CC1Cc2ccccc2N1C(=O)CSc1nc2ccccc2n1CC(=O)N1CCOCC1 (centres undefined) | 0 | 54 | 0 | 10 | 96 | 11 | 1.5 | nt | 94 | 100 | -6
Cc1ccc(S(=O)(=O)CCC(=O)OCc2ccc(Cl)c(Cl)c2)cc1 | 55* | 9 | 0 | 18 | 95 | 7 | 0.3 | -3 | 98 | 92 | 11
CN1CCN(c2ccccc2NC(=O)c2ccc(-c3cccc([N+](=O)[O-])c3)o2)CC1 | 4 | 12 | 2 | 18 | 94 | 11 | 16 | -32 | 97 | 101 | 38
O=C(C[n+]1cc(-c2ccccc2)n2c1CCC2)N1c2ccccc2Sc2ccccc21 | 90* | 19 | -3 | 0 | 109 | 14 | -0.1 | 4 | 109 | 107 | 7
Clc1ccc(-c2noc(CSc3nnc(Cc4cccs4)n3-c3ccccc3)n2)cc1 | -9 | 22 | 0 | 5 | 98 | 6 | 1.6 | nt | 98 | 100 | -3
O=C1N(c2ccc3c(c2)OCCO3)C(c2ccccc2)C1(F)F (centres undefined) | -21 | 15 | -3 | -1 | ? | 9 | -0.5 | nt | 96 | 96 | 4
CCOC(=O)C(O)(CC(=O)c1ccc(Cl)cc1)C(=O)OCC | -9 | 15 | 0 | 1 | 102 | 11 | 0.2 | -5 | 99 | 102 | 21
Cc1cccc(NC(=S)NNC(=O)CCn2cc(C)cn2)c1 | -51 | 70 | 2 | 4 | 100 | 14 | 1.3 | nt | 101 | 101 | 1
COc1cc(Cl)c(C)cc1NC(=O)c1ccc(S(C)(=O)=O)cc1 | -19 | 15 | -2 | 1 | ? | 16 | 0.2 | 1 | 102 | 102 | 2
COC(=O)c1c(C)n(-c2ccc(C)cc2)c2ccc(O)cc12 | 20 | 17 | -2 | 2 | 104 | 38 | 0.5 | nt | 98 | 104 | -1
CC(C)c1ccc(/C=C(\c2nc3ccccc3[nH]2)S(=O)(=O)c2ccccc2)cc1 | 1 | 11 | -4 | 5 | 100 | 3 | 9.2 | 0 | 98 | 96 | 12
O=C(NCc1ccc(F)cc1)c1cc(S(=O)(=O)N2CCOCC2)ccc1F | 6 | 24 | -4 | 11 | 102 | 34 | 1.5 | nt | 103 | 103 | -2

3 compounds from above, sorted by the value under Mcl-1 Bim block, highest first:
SMILES	Mcl-1 Bim block
Clc1ccc(-c2noc(CSc3nnc(Cc4cccs4)n3-c3ccccc3)n2)cc1	0
O=C1N(c2ccc3c(c2)OCCO3)C(c2ccccc2)C1(F)F (centres undefined)	-3
CC(C)c1ccc(/C=C(\c2nc3ccccc3[nH]2)S(=O)(=O)c2ccccc2)cc1	-4

Screening results deposited in PubChem by several laboratories.
